Screening results: PubChem BioAssay, National Center for Advancing Translational Sciences (NCATS)
KDM5B inhibitor = KDM5B demethylase inhibition; Potency, µM (series often up to 57.7 µM), for the others: top-dose activity change, negative = inhibition, hits mostly inhibitors; hit rate 2.6% among 220,000; KDM5B demethylase, FDH-coupled NADH fluorescence (FDH is formaldehyde dehydrogenase); Q9UGL1; active = well fitted inhibition curve with a large enough effect; inconclusive = small, poorly fitted or top-dose-only effect; inactive = no such curve, though single readings can be large or run the other way; note: 0% is about no effect; nearly all actives have a fitted effect of over 70% in size
Target sequence (Q9UGL1 whole entry, looked up): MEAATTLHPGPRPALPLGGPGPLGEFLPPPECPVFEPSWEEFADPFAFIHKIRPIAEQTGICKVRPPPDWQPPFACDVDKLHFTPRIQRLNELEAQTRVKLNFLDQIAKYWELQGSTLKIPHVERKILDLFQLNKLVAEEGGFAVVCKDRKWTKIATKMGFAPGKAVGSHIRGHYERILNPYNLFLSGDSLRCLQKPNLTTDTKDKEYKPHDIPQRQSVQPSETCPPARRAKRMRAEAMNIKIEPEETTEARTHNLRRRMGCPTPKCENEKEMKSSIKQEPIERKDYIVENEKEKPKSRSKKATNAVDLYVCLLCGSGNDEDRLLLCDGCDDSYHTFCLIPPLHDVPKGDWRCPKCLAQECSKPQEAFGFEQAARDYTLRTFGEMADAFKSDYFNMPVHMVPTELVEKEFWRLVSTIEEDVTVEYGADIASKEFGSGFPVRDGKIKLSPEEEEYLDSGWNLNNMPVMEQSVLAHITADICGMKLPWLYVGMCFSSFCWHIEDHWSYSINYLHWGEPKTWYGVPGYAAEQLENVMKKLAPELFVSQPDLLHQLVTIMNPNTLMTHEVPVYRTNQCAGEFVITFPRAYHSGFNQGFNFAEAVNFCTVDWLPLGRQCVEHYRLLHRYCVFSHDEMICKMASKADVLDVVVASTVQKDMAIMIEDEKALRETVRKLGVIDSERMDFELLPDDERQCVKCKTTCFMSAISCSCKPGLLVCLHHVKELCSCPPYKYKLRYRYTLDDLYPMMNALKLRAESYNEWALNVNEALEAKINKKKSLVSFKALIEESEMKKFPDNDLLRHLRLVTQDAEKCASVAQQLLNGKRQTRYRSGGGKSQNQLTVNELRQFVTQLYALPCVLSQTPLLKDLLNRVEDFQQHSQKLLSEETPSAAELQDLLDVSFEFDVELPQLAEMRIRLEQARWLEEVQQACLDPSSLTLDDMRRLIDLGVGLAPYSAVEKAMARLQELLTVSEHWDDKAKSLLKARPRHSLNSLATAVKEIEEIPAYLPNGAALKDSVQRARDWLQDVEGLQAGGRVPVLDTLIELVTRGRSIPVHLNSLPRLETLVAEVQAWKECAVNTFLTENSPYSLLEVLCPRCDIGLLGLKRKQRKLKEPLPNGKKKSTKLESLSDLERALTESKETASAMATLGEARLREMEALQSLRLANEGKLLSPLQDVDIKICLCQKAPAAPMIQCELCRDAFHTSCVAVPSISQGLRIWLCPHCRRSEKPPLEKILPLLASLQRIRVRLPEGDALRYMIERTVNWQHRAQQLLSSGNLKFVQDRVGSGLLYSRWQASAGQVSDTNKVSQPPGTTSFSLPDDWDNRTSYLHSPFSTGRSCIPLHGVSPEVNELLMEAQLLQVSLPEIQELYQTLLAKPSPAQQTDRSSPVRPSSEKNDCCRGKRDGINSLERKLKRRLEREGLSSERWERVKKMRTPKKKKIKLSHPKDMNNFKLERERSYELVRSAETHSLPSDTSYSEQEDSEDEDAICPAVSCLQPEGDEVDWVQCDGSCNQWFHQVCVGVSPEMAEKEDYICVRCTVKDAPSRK
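qHTS format, multiple compound concentrations. Buffer 50 mM HEPES pH 7.5/0.01% Tween-20; 200 nM KDM5BΔAP final; 10 min compound preincubation; substrate-mix levels 12.5 µM peptide, 25 µM α-KG, 0.25 mM NAD⁺; 30 min RT; ΔRFU.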
The depositor's hits bear a star; i = inactive; u = inconclusive; & = joins results of further samples; [ ] = another dose, or the depositor's remark. Potency is the fitted concentration of half-maximal effect.

SMILES	KDM5B inhibitor
COc1ccc(CNC(=O)[C@H]2O[C@H](CCN3CCN(C)CC3)CC[C@@H]2O)cc1	35%[activator][86.2 µM]
COCCn1c(SCC(=O)N(C)CCOc2ccc(Cl)cc2)nnc1-c1ccc(Cl)cc1	19%
O=C(Nc1ccccc1C(F)(F)F)c1ccc(Cl)cc1	22%
O=C(CN1CC2CC(C1)[C@H]1CCCC(=O)N1C2)N1CCC(Cc2ccccc2)CC1 (stereo not given in full)	16%
COCCNc1nc2c(c(=O)[nH]c(=O)n2C)n1Cc1ccccc1Cl	19%
CSc1nc(N)n(-c2cc(C(F)(F)F)ccn2)n1	15%
COc1ccccc1OCc1cc(C(=O)NCc2cnc(C)cn2)n[nH]1	39%[activator]
CCC(O)C(=O)N1CCc2onc(-c3ccc(-c4ccccc4)cc3)c2C1 (stereo not given)	360%[activator]
COc1cc(NC(=O)Cn2c(-c3cnccn3)nc(C)c(C)c2=O)cc(OC)c1	-17%
CN(C)S(=O)(=O)c1ccc(Cl)c(NC(=O)COC(=O)CCC(=O)c2cccs2)c1	20%
Cc1noc(C)c1CC(=O)N1Cc2ccccc2OC2(CCN([S+](C)(=O)[O-])CC2)C1	12%[115 µM]
C[C@@H]1CN(C(=O)c2ccnc(-c3nnc4ccc(Nc5ccccc5)nn34)c2)C[C@H](C)O1	-3%[86.2 µM]
COc1ccc(-c2cc(N3CCN(C(=O)Cc4cccc(C)c4)CC3)n[nH]2)cc1	-20%
O=C(COC(=O)C1CCN(c2ccc(C(F)(F)F)cn2)CC1)Nc1ccc(C(F)(F)F)cc1	23%
Cc1cc(OCC(=O)Nc2nc3c(s2)CCCC3)cc(C)c1Cl	u
CS(=O)(=O)NNc1ccc(S(N)(=O)=O)cc1[N+](=O)[O-]	-12%
Oc1ccccc1CN[C@H]1[C@H](O)[C@@H](N2CCN(c3ccccc3)CC2)[C@@H]2OC[C@H]1O2	u
CC/C(=N\NC(N)=O)c1ccc(OC)c(OC)c1	-7%
CC1SC2(NC1=O)C1CC3CC2CC(O)(C3)C1 (stereo not given)	-3%
CCN(Cc1cnn(C)c1)C(=O)C1CCC(=O)N(Cc2cccc(OC)c2)C1 (stereo not given)	-12%
N#Cc1ccc(N2CCN(C(=O)CCn3cncn3)CC2=O)cc1	37%
CCN(CC)c1ccc([N+](=O)[O-])cc1C(=O)NCc1coc(-c2cccs2)n1	0%
COc1ccc(-c2cc(C(=O)Nc3ccc(C(N)=O)cc3)c3ccccc3n2)cc1	u
CCCc1c(C(=O)NCCc2ccccc2)nnn1-c1ccccc1	6%
Cc1c(F)cccc1NC(=O)N1CCC(n2cnnc2C2CC2)C1 (stereo not given)	13%
Remaining list, next part
SMILES	KDM5B inhibitor
COc1ccc(-c2nc3nc(C)cc(N4CCCCCC4)n3n2)cc1	4%
COc1cc(Cn2c(=O)sc3ccccc32)ccc1OC(C)C	-1%
Cc1noc([C@@H](C)NC(=O)Nc2ccc(Cl)cc2)c1C(=O)O	40µM*
COc1ccc(Cl)cc1NC(=O)Nc1cn(C)nc1C	14%
CCOc1ccc(CNC(=O)COc2cc(=O)n(C)c3ccccc23)cc1	-25%
Cc1nc(-c2ccccc2)sc1C(=O)Nc1ccccc1	0%
CCOC(=O)c1c(C)[nH]c(C)c1S(=O)(=O)N1CCCC(C(=O)NCc2ccc(C)cc2)C1 (stereo not given)	6%
COc1ccc(-c2noc(-c3nnn4c3COC(c3cccc(OC)c3)C4)n2)cc1 (stereo not given)	u
COCCn1cnc2c1c(=O)n(CC(=O)Nc1cc(F)ccc1F)c(=O)n2Cc1ccccc1	11%
Cc1cc(C)cc(NC(=O)C(Sc2nnnn2C2CCCC2)c2ccccc2)c1 (stereo not given)	4%
O=C(CCNc1cnc2cnccn12)NC1CCN(Cc2ccccc2)CC1	22µM*
O=C(c1ccc(Cl)c(Cl)c1)N(Cc1ccco1)c1ccc(O)cc1	u
CCOc1ccccc1NC(C)C(=O)N(C)Cc1cccc(F)c1 (stereo not given)	4%
CCn1nc(C(=O)OC(C)C(=O)Nc2cccc(S(=O)(=O)N(C)C)c2)c2ccccc2c1=O (stereo not given)	19%
COc1ccc(NC(=O)c2ccc3c(c2)NC(C)(CNc2ccccc2)CO3)cc1OC (stereo not given)	35µM*
Cc1cccc(NC(=O)CSc2nnc3[nH]c(=O)cc(C)n23)c1C	-17%
Cc1ccc(-c2noc(COc3ccc(Br)c(C)c3)n2)cc1	u
Cn1c2c(c(=O)n(C)c1=O)C(c1cccc(F)c1)C(C#N)=C(N)O2 (stereo not given)	-18%
CCOc1ccc(NC(=O)Cn2ccn3nc4c(c3c2=O)CCCC4)cc1	-12%
Cc1ccc(C(=O)NCC(=O)N2CCCCCNC(=O)CC2c2ccccc2)cn1 (stereo not given)	32%
COc1ccccc1N1CCN([C@@H]2[C@H](O)[C@H](CO)O[C@@H]2CNC2CCCCC2)CC1	-23%
CC(=O)c1cccc(N(C(=O)c2ccco2)C(C(=O)NC2CCCCC2)c2ccc(C)o2)c1 (stereo not given)	0%
O=C(O)/C=C/c1ccccc1OCc1ccccc1	-8%
COc1ccc(Br)cc1CNC(=O)C(C)n1nc(C)n2c(cc3occc32)c1=O (stereo not given)	-4%
CN1CCCCCCN(C(=O)NCCc2ccccc2)[C@H]2CCC[C@H]2C1=O	-10%
Remaining list, next part.
SMILES	KDM5B inhibitor
COc1ccc(CNC(=O)c2cccc(-n3cnc4cccnc43)c2C)cc1	-9%
Cc1cc(N2CCN(c3ccc(F)cc3)CC2)n2cnnc2n1	-21%
N#Cc1cccc(NC(=O)Cn2cccc2-c2nc(-c3ccccc3)no2)c1	1%
CCOc1cccc(/C=C2/Cc3c(O)cccc3C2=O)c1	-18%
COc1ccc(C(=O)N2CCCOCCNC(=O)[C@@H]3CCCC[C@@H]32)cc1F	-4%
C=CCN1CC2(CCC1=O)CCN(C(=O)[C@@H]1C[C@H]1c1ccccc1)CC2	-1%
CSc1ccc(CCNC(=O)c2csc3c2CCCCC3)cc1	-29%
CCC(CC)c1nnc(NC(=O)c2cc(S(=O)(=O)N(C)C)ccc2Cl)s1	4%
COCCC1(CO)CCCN(C(=O)Cn2cc(C)c(=O)[nH]c2=O)C1 (stereo not given)	-5%
COc1ccc(S(=O)(=O)N2C[C@@H]3C[C@H](C2)c2c(NS(=O)(=O)c4ccccc4)ccc(=O)n2C3)cc1	-17%
O=C(NCC(F)(F)F)C1CCCN1c1nc2ncccc2o1 (stereo not given)	u
Cn1c(NC(=O)c2ccccc2F)c(-c2cccs2)c(=O)c2ccccc21	-14%
COc1ccc(-c2nc(CS(=O)CC(=O)NCc3ccc(C)cc3)c(C)o2)cc1OC (stereo not given)	u
Cc1ccc(S(=O)(=O)Nc2nc(C)c(C(=O)NN)s2)cc1	-13%
CC(C)NC(=S)NNC(=O)C1CC1	23%
CCOCCC(=O)N1CC[C@@H]2[C@@H](CCC(=O)N2CCc2ccccn2)C1	13%
Cc1noc(N)c1C(=O)OCc1csc(-c2ccc(F)cc2)n1	-12%
Nc1c(C(=O)c2ccccc2)sc2nsc(SCCN3CCOCC3)c12	-3%
CCOP(=O)(OCC)C(NC(=O)c1cccs1)c1ccccc1 (stereo not given)	8%
N#Cc1nc(-c2ccco2)oc1NCc1ccc(Cl)cc1	u
COCCn1ncc(N2CCC(C(=O)N3CCC(C(N)=O)(N4CCCCC4)CC3)C2)cc1=O (stereo not given)	15%
COc1ccc(Br)cc1CN1CCCC(C(=O)N2CCCCC2)C1 (stereo not given)	u
O=C(Nc1ccccc1F)N1CCC(CCNC(=O)C2(c3ccccc3)CC2)CC1	22%
COc1cccc2cc(C(=O)Nc3ccccc3O)c(=O)oc12	6%
COc1ccc(CN[C@H]2[C@H](O)[C@@H](N3CCN(C(C)=O)CC3)[C@@H]3OC[C@H]2O3)cc1	-5%[86.2 µM]
Further entries follow:
SMILES	KDM5B inhibitor
COc1ccc(-c2nc3cc(C(C)C)ccc3o2)cc1NC(=O)COc1ccc(C)cc1C	-9%
CCc1cccc(NC(=O)Cn2c(=O)c3c(ncn3C3CCCC3)n(Cc3ccccc3)c2=O)c1	17%
O=C(COc1ccc(F)cc1)Nc1ccc2nc(SCC(=O)N3CCc4ccccc43)sc2c1	-7%
COc1ccc(-c2nc(C)c(CCNC(=O)C(=O)Nc3ccc(F)cc3F)s2)cc1OC	-8%
CCOC(=O)CCNC(=O)NCCC1CCN(C(=O)Nc2cccc(Cl)c2)CC1	10%
O=C(CCC1CCCC1)NCCc1noc(C2CC2)n1	9%
CN(C)C(=O)c1nc(-c2cccnc2)c2ccccn12	i
Cc1cc2c(c(SCC(=O)Nc3cccc(C(F)(F)F)c3)n1)C(=O)OC2	5%
CC(C)(CC(=O)O)CC(=O)Nc1ccccc1C(C)(C)C	8%
Cc1ccc(NC(=O)C(Sc2ccccc2)c2ccccc2)cc1C (stereo not given)	12%
Cc1ccn2c(Nc3ccccc3)c(-c3ccccn3)nc2c1	u
COc1cc(OC)c(-c2nc3ccc(-c4ccc(OC)c(OC)c4OC)cc3o2)cc1OC	i
CN(C)[C@@H]1CN(C(=O)c2ccsc2)CC[C@@H]1CO	-8%
Cn1c(=O)c2c(ncn2CC(=O)N2CCN(C(c3ccccc3)c3ccccc3)CC2)n(C)c1=O	-1%
COc1ccc(C(C)NC(=O)CCc2ncc(-c3c(F)cccc3F)o2)cc1F (stereo not given)	-5%
O=C(CN1C(=O)c2ccccc2S1(=O)=O)c1ccc(F)cc1	-22%&2%
Cc1ccc(NC(=O)CCN2C(=O)c3ccccc3Sc3ncccc32)c(Cl)c1	-22%
CCOc1ccc(C(=O)NC2CCN(c3cc(-c4ccccc4)[nH]n3)C2)cc1 (stereo not given)	-10%
O=C(Cn1cc(S(=O)(=O)Cc2cccc(Cl)c2)c2ccccc21)Nc1ccc(F)c(Cl)c1	-30%
CS(=O)(=O)c1ccc(Cl)c(C(=O)Nc2ccc3nc(N4CCOCC4)sc3c2)c1	-11%
CCC(NC(=O)C(C)c1ccc(-c2ccccc2)c(F)c1)C(=O)O (stereo not given)	2%
Cc1ccc(S(=O)(=O)N2CCN(c3nc(-c4cccnc4)nc4ccccc34)CC2)cc1	13%
CCn1nc(-c2ccccc2SC)nc1N(C)C	33%
COc1ccc(-n2nnnc2C(C)(C)Nc2ccc(C)cc2)cc1OC	21%
O=C(Nc1ccc(Cl)cc1Cl)c1ccc2cncn2c1	28µM*
(further entries)
SMILES	KDM5B inhibitor
Nc1ncccc1OCc1ccc(Cl)c(Cl)c1	14%
CCCC(C)N1CC2(CCN(C(=O)Cn3nc(C)cc3C)CC2)OC1=O (stereo not given)	-17%
CSCCC(NC(=O)CCNC(=O)c1ccccc1)c1nnc2ccccn12 (stereo not given)	5%
C[C@@]1(O)CCN(Cc2cc(=O)n3[nH]cnc3n2)C[C@@H]1O	u
O=C(Nc1cccc(-c2nc3ccccc3s2)c1)[C@@H]1CCCN1C(=O)c1cccs1	u
CC(=O)N1c2ccccc2CC1C(=O)NCc1cccc(Cl)c1 (stereo not given)	15%
Cc1ccc(C)c(N2C(=O)N(C)c3ccccc3S2(=O)=O)c1	-5%
CCN(c1ccc(NC(=O)Cn2cnc3c2c(=O)n(C)c(=O)n3C)cc1)C(C)C	15%
N#Cc1ccc(C(=O)N2CCCCCCNC(=O)[C@@H]3C[C@@H](c4nc(Cc5ccccc5)no4)C[C@@H]32)cc1	5%
N#Cc1cccc(C(=O)N2CCCCCCNC(=O)[C@@H]3C[C@@H](c4nc(-c5cccnc5)no4)C[C@@H]32)c1	-8%
CC(=O)c1ccc(C(=O)N2CCCC(N3CCN(c4ccc(F)cc4)CC3)C2)s1 (stereo not given)	5%
Cc1ncsc1C(=O)N1CCOC(CCCC(C)C)C1 (stereo not given)	16%
O=C(CSc1nc2sccc2c(=O)n1-c1ccccc1)NC1CCCC1	17%
CC(CNc1nc2ccc(Cl)cc2n2cnnc12)c1ccccc1 (stereo not given)	u

20 of these compounds, reformatted:
compound,KDM5B inhibitor
Cc1ccc(NC(=O)CCN2C(=O)c3ccccc3Sc3ncccc32)c(Cl)c1,-22%
CCOc1ccc(C(=O)NC2CCN(c3cc(-c4ccccc4)[nH]n3)C2)cc1 (stereo not given),-10%
O=C(Cn1cc(S(=O)(=O)Cc2cccc(Cl)c2)c2ccccc21)Nc1ccc(F)c(Cl)c1,-30%
CS(=O)(=O)c1ccc(Cl)c(C(=O)Nc2ccc3nc(N4CCOCC4)sc3c2)c1,-11%
CCC(NC(=O)C(C)c1ccc(-c2ccccc2)c(F)c1)C(=O)O (stereo not given),2%
Cc1ccc(S(=O)(=O)N2CCN(c3nc(-c4cccnc4)nc4ccccc34)CC2)cc1,13%
CCn1nc(-c2ccccc2SC)nc1N(C)C,33%
COc1ccc(-n2nnnc2C(C)(C)Nc2ccc(C)cc2)cc1OC,21%
O=C(Nc1ccc(Cl)cc1Cl)c1ccc2cncn2c1,28µM*
Nc1ncccc1OCc1ccc(Cl)c(Cl)c1,14%
CCCC(C)N1CC2(CCN(C(=O)Cn3nc(C)cc3C)CC2)OC1=O (stereo not given),-17%
CSCCC(NC(=O)CCNC(=O)c1ccccc1)c1nnc2ccccn12 (stereo not given),5%
C[C@@]1(O)CCN(Cc2cc(=O)n3[nH]cnc3n2)C[C@@H]1O,u
O=C(Nc1cccc(-c2nc3ccccc3s2)c1)[C@@H]1CCCN1C(=O)c1cccs1,u
CC(=O)N1c2ccccc2CC1C(=O)NCc1cccc(Cl)c1 (stereo not given),15%
Cc1ccc(C)c(N2C(=O)N(C)c3ccccc3S2(=O)=O)c1,-5%
CCN(c1ccc(NC(=O)Cn2cnc3c2c(=O)n(C)c(=O)n3C)cc1)C(C)C,15%
N#Cc1ccc(C(=O)N2CCCCCCNC(=O)[C@@H]3C[C@@H](c4nc(Cc5ccccc5)no4)C[C@@H]32)cc1,5%
N#Cc1cccc(C(=O)N2CCCCCCNC(=O)[C@@H]3C[C@@H](c4nc(-c5cccnc5)no4)C[C@@H]32)c1,-8%
CC(=O)c1ccc(C(=O)N2CCCC(N3CCN(c4ccc(F)cc4)CC3)C2)s1 (stereo not given),5%

This is a subset (hit frequency here may not be typical).
